# Pf Dd2 inh – Plasmodium falciparum Dd2 growth inhibition; P. falciparum Dd2 growth, SYBR Green, 72 h; Potency, µM (top dose mostly 28.9 µM), for inactives: at the highest dose activity, negative = inhibition, usual class: inhibitors; actives 4.3% (n = 120,000); active = well fitted inhibition curve with a large enough effect; inconclusive = small, poorly fitted or top-dose-only effect; inactive = no such curve, though single readings can be large or run the other way;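 note: plate controls were DMSO vehicle for no effect and reference drug for full effect; nearly all actives have a fitted effect of over 65% in size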
#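 Infected erythrocytes (Dd2, 0.3% parasitemia, 2.5% hematocrit final) are added to compound in RPMI-1640/Albumax II medium, grown 72 h at 37C in low oxygen, then lysed with saponin/Triton-X containing SYBR Green and read by fluorescence.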
# Starred values were filed as active, the others as inactive; i = inactive; ? = inconclusive; [ ] = dose if it differs, or a comment. Potency is the fitted concentration of half-maximal effect. These rows are one share of the data; the hit share may differ from the screen's.
SMILES,Pf Dd2 inh
Cc1ccc(NC(=O)C2CC(=O)N(c3n[nH]c4cccc(F)c34)C2)cc1C (stereo not drawn),-3%
Cn1cc(CN2CCN3C(=O)N(C4CCCCC4)C[C@H]3C2)cn1,i
CNC(=O)[C@@H]1C[C@H](Oc2cccnc2)CN1C(=O)CCC1CCCC1,-9%
CCOC(=O)c1c(-c2ccc(C)cc2)csc1NC(=O)c1cc(=O)c2cc(Cl)ccc2o1,i
CCC(=O)N1Cc2ccccc2CC2(CCCN(Cc3ccccn3)C2)C1 (stereo not drawn),?
COc1ccc(NS(=O)(=O)c2c(C)nc3scc(C)n3c2=O)cc1,-5%
O=C1CC(c2noc(-c3cc(F)cc(F)c3)n2)CN1c1ccc(F)c(Cl)c1 (stereo not drawn),107%[activator]
CN(C)c1ccc(CN2CC[C@H](c3nc4ccc(C(F)(F)F)cc4[nH]3)C2)cc1,5.6µM*
CCCCn1c(=N)c(S(=O)(=O)c2ccc(Cl)cc2)cc2c(=O)n3cccc(C)c3nc21,-14%
O=C(Cc1ccccc1)N1CCCC2(CC(c3cccc(C(F)(F)F)c3)=NO2)C1 (stereo not drawn),?
Oc1ccc(-c2nc(C3CC3)nc3c2CN(Cc2ccc(C(F)(F)F)cc2)CC3)cc1,?
COc1ccc(NC(=O)N[C@H]2C[C@@H](C(=O)N[C@H](Cc3c[nH]c4ccccc34)C(N)=O)N(C(=O)C3CC3)C2)cc1,-14%
CC(C)Cc1cc(C(=O)NCC2(c3ccccc3F)CCCC2)on1,6%
CCc1nn2c(=O)cc(COC(=O)c3ccccc3NC(=O)C3CCCCC3)nc2s1,-14%
CN(C)C[C@H]1O[C@@H](CO)[C@@H](O)[C@H]1N1CCN(c2ccc(F)cc2)CC1,0%
COCc1noc([C@@H]2CN(C(=O)c3cc(C)oc3C)C[C@H]2COC)n1,25%
CC(=O)c1ccc(NC(=O)N2C[C@@H]3C[C@H](C2)c2ccc(NC(=O)C4CCCCC4)c(=O)n2C3)cc1,3%
COC(=O)Cn1c(=O)c2cccn2c2ccc(F)cc21,-13%
COc1ccc(C)cc1NC(=O)CC1CCCN(c2cnn(CC3CC3)c(=O)c2)C1 (stereo not drawn),i
CC1(C)CN(C(=O)c2csc(Cc3ccccc3)n2)CC1(C)O (stereo not drawn),6%
O=C(NCC1CCCO1)N1CC(n2cc(C(=O)N3CCOCC3)nn2)C1 (stereo not drawn),-1%
COC(=O)c1ccc(NC(=O)CN2CCCN(Cc3ccc(Cl)cc3)S2(=O)=O)cc1,?
O=C(Nc1ccc(Oc2ccccc2)cc1)O[C@@H]1CO[C@H]2[C@@H]1OC[C@@H]2NCC1CCCCC1,?
Cc1ccccc1NC(=O)c1sc2nc3n(c(=O)c2c1C)CCC3,?
COc1ccc(Cn2ccn(Cc3cccc(C)c3)c(=O)c2=O)cc1,34%[activator]

# By substructure: those above containing a thiophene ring, fused or not.
SMILES,Pf Dd2 inh
CCOC(=O)c1c(-c2ccc(C)cc2)csc1NC(=O)c1cc(=O)c2cc(Cl)ccc2o1,i
Cc1ccccc1NC(=O)c1sc2nc3n(c(=O)c2c1C)CCC3,?

# Other compounds
SMILES,Pf Dd2 inh
O=C(Cc1ccccc1)Nc1ccnn1C1CCN(Cc2cccc3nonc23)CC1,?
O=C1Nc2ccccc2CC12CCN(Cc1cccc3ccccc13)C2 (stereo not drawn),?
O=C(c1nnc(COc2cc(F)cc(F)c2)n1-c1ccccc1)N1CCC[C@@H]1c1nc2ccccc2[nH]1,i
CCCN1CCC2(CCN(C(C)=O)CC2)Oc2ccccc21,?
CN(C)C[C@@H]1CN(c2ncccn2)C[C@H]1NS(=O)(=O)c1cc(F)ccc1F,?
CC(=O)Nc1ccc(NC(=O)Cn2ccn3nc(-c4ccc(F)cc4)c(CO)c3c2=O)cc1,11%
CCOC(=O)c1c(-c2ccc(OC)cc2)oc2ccc(OCc3ccc(C(=O)OC)cc3)cc12,?
COCCOC1CCN(C(=O)c2n[nH]c3ccccc23)CC1,15%
COc1cccc(N2CCN(c3nc(C(=O)NCc4cccc(C)c4)cs3)CC2)c1,?
COc1ccc(-c2cc(C(F)(F)F)n3nc(C(=O)Nc4cc(C)ccc4C)cc3n2)cc1,5%
Cc1ncsc1CN1CCCC(c2nc(-c3cccnc3)no2)CCNC(=O)CC1 (stereo not drawn),i
COc1ccc(C(=O)N[C@H]2CO[C@H]3[C@@H]2OC[C@@H]3n2cc(CC3CCCCC3)nn2)cc1,-24%[44.1 µM]
Cc1ccc(Cn2nnc(C(=O)Nc3ccc(F)c(F)c3)c2N)cc1,0.89µM*
CCn1c2c(c(=O)n3ncc(C(=O)Nc4ccc(OC(F)(F)F)cc4)c13)CN(Cc1ccc(OC)cc1)CC2,?
CCCCNC(=O)CCCn1c(=O)c2ccccc2n(CC(=O)Nc2ccccc2OCC)c1=O,34%[activator]
CCn1cc(S(=O)(=O)NC2CCCN(C3CCCCCC3)C2)cn1 (stereo not drawn),?
O=C(Nc1cccc(Br)c1)N1CC2CC(C1)[C@H]1CCCC(=O)N1C2 (stereo partly drawn),-15%
CCN(Cc1cccc2nonc12)CC1CCCN(CCc2cccc(OC)c2)C1 (stereo not drawn),?
CNC(=O)N1CCC(C2CCN(C(=O)Cc3ccc(F)cc3)C2)CC1 (stereo not drawn),-15%
COc1ccc(NC(=O)C2(C)CCc3cnc(NCc4ccccc4)nc32)cn1 (stereo not drawn),i
CCn1cc(CNc2ncc(C(C)(C)C(=O)O)c(N3CCOCC3)n2)cn1,10%
CCc1ccc(OC(C)C(=O)N2CCC(c3nc4ccccc4o3)CC2)cc1 (stereo not drawn),-13%
O=C([C@H]1C[C@H](Oc2ccccc2)CN1S(=O)(=O)c1ccc(F)cc1)N1CCOCC1,-10%
CCOc1ccc(NC(=O)CCC(=O)N2CCSc3ccccc32)cc1,-16%
Cn1ccnc1CNC(=O)C[C@@H]1C[C@H]2O[C@H](CNC3CCC3)[C@@H](O)[C@H]2O1,23%[44.1 µM]

# Fetched by structure from the entries so far:
SMILES,Pf Dd2 inh
CCn1cc(CNc2ncc(C(C)(C)C(=O)O)c(N3CCOCC3)n2)cn1,10%
Cn1ccnc1CNC(=O)C[C@@H]1C[C@H]2O[C@H](CNC3CCC3)[C@@H](O)[C@H]2O1,23%[44.1 µM]
CNC(=O)N1CCC(C2CCN(C(=O)Cc3ccc(F)cc3)C2)CC1 (stereo not drawn),-15%
O=C(c1nnc(COc2cc(F)cc(F)c2)n1-c1ccccc1)N1CCC[C@@H]1c1nc2ccccc2[nH]1,i
CCOc1ccc(NC(=O)CCC(=O)N2CCSc3ccccc32)cc1,-16%
O=C1Nc2ccccc2CC12CCN(Cc1cccc3ccccc13)C2 (stereo not drawn),?

# Next compounds follow.
SMILES,Pf Dd2 inh
Cc1noc(C)c1CC(=O)NC1CCc2nnc(C3CC3)n2CC1 (stereo not drawn),39%[activator]
COc1ccc(CNC(=O)C2CCN(S(=O)(=O)c3c(C)noc3/C=C/c3cccs3)CC2)cc1,11%
Cc1cc(C[C@@H]2COC[C@@H]2NC(=O)c2ccc3nc(C)[nH]c3c2)on1,-2%
CN(Cc1cccnc1)c1nc2c(c(=O)[nH]1)CCN(Cc1ccc(Cl)cc1F)CC2,i[5.79 µM]
COc1ccccc1C(=O)N1CCC(N2CCC[S+]2(=O)[O-])CC1,-1%
CSCC(=O)N1CC[C@H](NC(=O)NC2CCCCC2)[C@H]1C(=O)N1CCC[C@@H]1C(N)=O,32%[activator]
COc1ccccc1CNC(=O)C1CCN(S(=O)(=O)c2cn(C)cn2)CC1,88%[activator]
CCN1CCN(c2csc3ccc(F)cc3c2=O)CC1,35%[activator][0.594 µM]
Nc1cccn2nc(C3CCC3)nc12,-16%
O=C(CCS(=O)(=O)c1cccs1)Nc1ccc(C(=O)Nc2cccc(Cl)c2)cc1,-2%
COc1ccc(C2=Nn3c(nc4sc(C(=O)Nc5cccc(C)c5)c(C)c4c3=O)SC2)cc1,?
COc1ccc(OCC(=O)N2CCC3(CC2)C(=O)NCCN3C)cc1,-6%
Cc1ccc(-c2ccc(=O)n(Cc3ccc(F)cc3)n2)cc1,7%
COCC(=O)N1CCN(S(=O)(=O)c2ccccc2)C[C@H]1C(=O)N[C@@H](CC1CCCCC1)C(N)=O,-22%
CN(C)c1cccc(-c2cn(C)c(=O)n3cc(CN4CC[S+](=O)([O-])CC4)nc23)c1,-18%[44.1 µM]
CCOc1ccc(N2CC(NC(=O)C3CCCC3)CC2=O)cc1 (stereo not drawn),95%[activator]
COC(=O)[C@@H]1Cc2ncn(C(C)C)c2CN1S(=O)(=O)c1cccc2cccnc12,-21%[44.1 µM]
Cc1nc2nc(SCC(=O)NC(C)c3ccccc3)nn2c(C)c1Cc1c(F)cccc1Cl (stereo not drawn),19%
Cc1nc(N2CCCCC2)n(CC(=O)Nc2ccc(F)cc2)c(=O)c1C,-9%
Cc1ccc(Cn2c(CNC(=O)c3ccccc3Br)nc3cccnc32)cc1,14%
COc1ccc(CNC(=O)CSCc2cnn(-c3ccccc3)c2-n2cccc2)cc1OC,22%
O=S(=O)(c1ccc2c(c1)OCCO2)N1CC[C@@H]2COCCN(Cc3cccnc3)[C@@H]2C1,?
CC(=O)Nc1cccc(C(=O)NCCn2ccn3nc(-c4ccc(F)cc4)cc3c2=O)c1,-1%
Cc1ccc2nc(-c3cccnc3)c(Nc3ccccc3C)n2c1,?
COc1ccc(CN2C[C@H]3CN(Cc4ccc5c(c4)OCCO5)CCN3C2=O)cc1,11µM*
SMILES,Pf Dd2 inh
CC(=O)N1CCC(Oc2ccc(Cl)cc2C(=O)NCCC2=CCCCC2)CC1,i
CCc1ccc(CN(Cc2cn[nH]c2-c2ccc(OC)cc2)C(=O)Nc2ccc(C)c(F)c2)cc1,?
CCCc1cc(N2CCN(c3cccc(C)c3C)CC2)n2cnnc2n1,?
O=C(Nc1cccc(-c2nc3ccccc3o2)c1)C(F)(F)F,?
Cc1cc2ccccc2n1CCNC(=O)c1ccc(Br)cc1,24%
Cn1c(=O)[nH]c(=O)c2c1nc1n2CCN1c1ccccc1,?
Cc1oc(-c2cccc(Cl)c2)nc1CN1CCCC(C(=O)N2CCN(c3ccc(F)cc3)CC2)C1 (stereo not drawn),-11%
Cc1ccc(C)c(N2C(=O)N(Cc3cc(=O)n4ccccc4n3)c3ccccc3S2(=O)=O)c1,?
COCC(=O)Nc1ccc(-c2c(C(C)C)nn(-c3cccc(F)c3)c2OC(C)=O)cc1,?
O=C(CCCCCn1c(=O)[nH]c2ccccc2c1=O)NCc1ccccc1,10µM*
COc1ccccc1C(=O)Nc1nc2nc(-c3ccccc3)cc(=O)n2[nH]1,-5%
Cc1ccc(-n2nc(-c3c(C)nc4scc(CC(=O)NCC(C)C)n4c3=O)cc2C)c(C)c1,i
CCOC(=O)c1ccc(NC(=O)c2c(NCc3ccc(OC)c(OC)c3OC)sc3c2CCC(C)C3)cc1 (stereo not drawn),10µM*
COc1cccc(-c2ncc3c(n2)OCCN(c2ccccc2)C3=O)c1OC,i
CC(=O)NCC(=O)NCC1CCN(c2cc(-c3ccc(Cl)cc3)[nH]n2)CC1,i
OC[C@@H]1CN(Cc2ccncc2F)C[C@H]1c1nc(-c2cccnc2)no1,?
CCOC(=O)c1c(C)oc2nc(C)nc(NCC3CCN(Cc4ccccc4C)CC3)c12,?
CC(C)(C)C1CCc2nc(NC(=O)COc3ccccc3[N+](=O)[O-])sc2C1 (stereo not drawn),i
Cc1sc2ncn(CC(=O)Nc3ccc(F)cc3Cl)c(=O)c2c1S(=O)(=O)N1CCN(c2ncccn2)CC1,?
COc1cc(=O)n2c(c1C(=O)Nc1cc(Cl)ccc1Cl)CCCC2,-18%
NC(=O)c1cccc(-c2ccc3c(n2)CN(Cc2ccc(C(F)(F)F)cc2)C(=O)CO3)c1,-2%
COc1ccccc1CNC[C@H]1O[C@@H]2C[C@@H](CC(=O)NC(C)C)O[C@@H]2[C@@H]1O,32%[44.1 µM]
O=C(NCCc1ccccc1)c1ccc2nc(CCc3ccccc3)oc2c1,50%[activator]
CCc1c(C)nc(-c2ccc(F)cc2)n(CC(=O)Nc2ccc(OC)c(OC)c2)c1=O,?
CN1CCC(N2CCC(N3C(=O)C4(CCCCC4)C3c3ccncc3)CC2)CC1 (stereo not drawn),-1%
SMILES,Pf Dd2 inh
Cc1nc(-c2cccnc2)ncc1C(=O)N1CCC2(CC1)CC(=O)N(C)C2,-5%
Cc1ncsc1CN(C)C1CCc2nn(CC3CC3)c(=O)n2CC1 (stereo not drawn),36%[activator]
COc1ccc(CNCCC(c2ccccc2)c2ccc3c(c2)OCO3)cc1 (stereo not drawn),?
c1cc(-c2cc(-c3ccncc3)c3cncn3c2)cc(N2CCOCC2)c1,i
N#Cc1ccc(CN2CCC3(CC2)OCCN(CCc2ccccc2)C3=O)cc1,-26%[44.1 µM]
CC1CCN(c2ccc(CNC(=O)CC3CCOCC3)cc2)CC1,i
COc1cccc(N2CCN(C(=O)c3cnc4c(C)cccn4c3=O)CC2)c1,-11%
Cc1ccc(S(=O)(=O)CCC(=O)N2CCN(c3nc4c(C)c(Cl)ccc4s3)CC2)cc1,58%[activator]
Cc1cccc(NC(=O)c2sc3ncnc(N(C)C4CCCCC4)c3c2C)c1C,7%
O=C1O[C@@H]2[C@H]3[C@@H]([C@H]1C[C@H]2O)N(c1ccccc1)C(=S)N3Cc1ccccc1,?
Cc1ccc(C)c(S(=O)(=O)c2cn(Cc3ccccc3)c3cc(N4CCCC4)c(F)cc3c2=O)c1,10µM*

# A stretch taken from the entries so far, for reference:
SMILES,Pf Dd2 inh
Cc1nc(-c2cccnc2)ncc1C(=O)N1CCC2(CC1)CC(=O)N(C)C2,-5%
Cc1ncsc1CN(C)C1CCc2nn(CC3CC3)c(=O)n2CC1 (stereo not drawn),36%[activator]
COc1ccc(CNCCC(c2ccccc2)c2ccc3c(c2)OCO3)cc1 (stereo not drawn),?

# Bioassay records (PubChem)
